Platelet DG rel: inhibitors of platelet dense granule secretion, primary screen, cell-based, MLPCN, human platelets. human platelet-rich plasma, SFLLRN dense granule ATP release, luminescence. inhibition, %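 (compounds screened at 7.5 µM in platelet-rich plasma)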. actives 0.22% (n = 300,000). AID 1663, 2009;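 active = mean replicate score, as percent of positive control, at or above 50; inconclusive = mean below 50 but at least one replicate at or above 50; inactive = mean and every replicate below 50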
HSP90 refold inh: HSP90 inhibitors, primary screen, cell lysate, luminescence; Heat shock protein HSP 90 (rabbit reticulocyte lysate; luciferase refolding); Rabbit reticulocyte lysate, luciferase refolding luminescence, 3 h; inhibition, % at 5.6 µM; actives 0.91% (n = 290,000); AID 1789, 2009;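 active = inhibition above the screen-wide mean plus 3 SD, computed separately per campaign, cut at about 16% in these data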;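 also: 0% = DMSO wells and 100% = 60 µM geldanamycin wells; inhibitors lower the luminescence because luciferase stays unfolded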
GSK3A inh: blockers of GSK3A enzyme activity – biochemical, luminescence, cell-free homogeneous, HTS, primary screen; actives 0.1% (n = 320,000); GSK-3 alpha kinase, ADP-Glo luminescence, 60 min; inhibition, % at 10 µM;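 in the data active = inhibition above about 50%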;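 also: GST-tagged GSK-3 alpha with peptide substrate and 25 µM ATP; 0% = DMSO neutral wells and 100% = GW8510 positive control wells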
HSF1 inh: HSF1 inhibitors in luciferase reporter cells, primary screen, cell-based, NIH3T3, luminescence; NIH3T3-HGL HSE-luciferase, MG132-induced, luminescence 8 h; hits give low values; activity change, negative = inhibition, % at 7.5 µM (by protocol); actives 0.77% (n = 300,000); AID 2098, 2009;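 active = more than half of replicate wells show activity change below -50%, luminescence cut by over half; inconclusive = some wells, but at most half, below -50%; inactive = no replicate well below -50%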;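 also: luciferase reports HSF-1 transcriptional activity via heat shock element; 0% = median of DMSO wells and -100% = zero luminescence signal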
GSK3B inh: human GSK3beta kinase inhibitors, primary screen, biochemical, cell-free homogeneous, HTS; Glycogen synthase kinase-3 beta (Homo sapiens), P49841; GST-GSK3beta kinase, ADP-Glo luminescence, 60 min; hits give low values; activity score (negative = inhibition), % at 10 µM; actives 0.038% (n = 300,000);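 active = more than half of replicate wells score below -50%, meaning over 50% inhibition versus plate controls; inconclusive = some replicates but at most half score below -50%; inactive = no replicate scores below -50%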;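 also: 0% = median DMSO wells and -100% = median GW8510 positive control wells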
Target sequence (P49841 whole entry, looked up): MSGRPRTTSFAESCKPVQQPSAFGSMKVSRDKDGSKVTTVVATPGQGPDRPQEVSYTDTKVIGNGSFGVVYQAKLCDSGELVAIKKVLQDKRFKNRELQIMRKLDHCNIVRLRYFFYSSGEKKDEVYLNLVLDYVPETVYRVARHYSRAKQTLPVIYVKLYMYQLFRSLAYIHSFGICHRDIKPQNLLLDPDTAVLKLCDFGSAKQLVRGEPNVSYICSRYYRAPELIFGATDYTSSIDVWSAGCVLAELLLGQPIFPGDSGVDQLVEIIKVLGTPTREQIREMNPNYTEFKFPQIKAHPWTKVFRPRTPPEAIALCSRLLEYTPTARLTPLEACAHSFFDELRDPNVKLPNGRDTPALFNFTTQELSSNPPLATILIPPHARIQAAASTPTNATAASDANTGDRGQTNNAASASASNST
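Test system – GST-tagged human GSK3beta kinase, cell-free · Incubation – 60 min enzyme reaction, room temperature · Signal – ADP-Glo luminescence · Also added – peptide substrate and ATP at 25 µM · Controls – DMSO neutral wells and GW8510 at 20 µM as positive · Buffer or medium – Tris/MgCl2 kinase buffer · Measure – Luminescence-derived activity versus plate DMSO and GW8510 wells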
AI-2 QS mod: Vibrio harveyi AI-2 quorum sensing modulators, primary screen, JMH597 strain, luminescence/OD600 ratio. activity change, % at 7.5 µM. AID 2094, 2009. actives 0.4% (n = 300,000). Vibrio harveyi JMH597 AI-2 luminescence/OD600 ratio, 9 h; hits give low values; strain lacks LuxN and CqsS sensors; 0 = neutral-control median; in the data active = activity change below about -75%, passing the limit was not always enough; inconclusive = no clear call, values can overlap the other calls;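 also: luminescence divided by OD600 gain over 9 h not by final OD600 alone; inactives centre near 13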
HSF-1 act: HSF-1 activators, primary screen, NIH3T3-HGL cells, MG132 stress, luminescence, single point; AID 504408, 2011; actives 1.7% (n = 300,000); NIH3T3-HGL HSF-1 luciferase reporter, 8 h; 100% = twice DMSO control signal; activation, % at 9 µM;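 active = mean replicate activation of at least 50% with a set share of replicates each reaching 50%; inconclusive = only one of those two conditions met; inactive = mean below 50% and too few replicates reaching it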;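 also: 0% = median of the neutral control wells and 100% = twice that signal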
HDAC3 inh: HDAC3 deacetylase inhibitors, primary screen, biochemical, fluorescence, cell-free homogeneous; Histone deacetylase 3 (Homo sapiens), O15379; recombinant HDAC3, fluorogenic peptide/trypsin coupled; inhibition, % at 8.3 µM; actives 0.15% (n = 320,000); AID 2718, 2010; in the data active = inhibition above about 26%, passing the limit was not always enough; inconclusive = no clear call, values can overlap the other calls
Target sequence (O15379 whole entry, looked up): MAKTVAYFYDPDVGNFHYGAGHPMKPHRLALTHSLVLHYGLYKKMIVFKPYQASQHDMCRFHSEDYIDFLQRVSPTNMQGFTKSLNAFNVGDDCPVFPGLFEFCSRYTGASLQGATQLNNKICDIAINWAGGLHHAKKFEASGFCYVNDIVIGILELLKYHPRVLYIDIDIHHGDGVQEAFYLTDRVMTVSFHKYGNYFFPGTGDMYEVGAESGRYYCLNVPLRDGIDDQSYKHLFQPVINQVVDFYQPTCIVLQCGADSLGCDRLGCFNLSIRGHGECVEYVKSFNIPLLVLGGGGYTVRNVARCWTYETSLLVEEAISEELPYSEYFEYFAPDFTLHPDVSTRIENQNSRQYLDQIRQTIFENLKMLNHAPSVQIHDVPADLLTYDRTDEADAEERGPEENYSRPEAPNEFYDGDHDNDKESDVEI
DYRK1A inh: rat Dyrk1A kinase inhibitors, primary screen, biochemical, single point, plate reader; actives 0.43% (n = 310,000); inhibition, % at 12.5 µM; Dual specificity tyrosine-phosphorylation-regulated kinase 1A (Rattus norvegicus), Q63470; ADP-Glo luminescence, NFATc1 peptide; in the data active = inhibition above about 50%;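 also: plate controls were vehicle with enzyme for no effect and no enzyme for full effect; many of its hits are not listed in these tables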
PolyA inhibitor: polyadenylation inhibitors in yeast reporter cells, primary screen, luminescence, S. cerevisiae. S. cerevisiae SKY197-pL101 polyadenylation reporter, beta-gal luminescence; efflux-impaired pdr1/pdr3 knockout yeast; score 100 = 6 SD above DMSO. calls only at 12 µM. actives 0.02% (n = 300,000). AID 1875, 2009;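 active = lowest replicate activity score at least 50, where 100 means six control SD above control mean; inconclusive = lowest score under 50 but half or more replicates reach 50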;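 also: yeast exposed to compound for 9 h at 30 °C; higher score means more reporter readthrough which indicates perturbed polyadenylation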
* = called active by the depositor; i = inactive; ? = inconclusive; · = no result given. A portion of the library (hit frequency here may not be typical).

SMILES | Platelet DG rel | HSP90 refold inh | GSK3A inh | HSF1 inh | GSK3B inh | AI-2 QS mod | HSF-1 act | HDAC3 inh | DYRK1A inh | PolyA inhibitor
CC(=O)Nc1ccc(NC(=O)Cn2cnc3c(cnn3C(C)(C)C)c2=O)cc1 | -5 | -3 | -1 | 2 | 2 | 41 | -6 | 4 | · | i
Cc1ccc(/C=N/NC(=O)Cc2cccn2C)cc1 | 21 | -3 | 1 | -9 | -1 | 2 | 5 | -1 | 4 | i
CC(=O)Nc1ccc(N(C(=O)CNC(=O)c2ccco2)C(C(=O)NCC2CCCO2)c2ccccc2)cc1 (centres undefined) | 8 | -3 | -1 | -3 | -3 | 8 | 3 | 1 | 1 | i
Cc1ccnc(NS(=O)(=O)c2ccc(N)cc2)n1 | 0 | 2 | 0 | -5 | 1 | 16 | 9 | 5 | 0 | i
C=CCn1c(SCC(=O)NCc2ccc3c(c2)OCO3)nc2scc(-c3ccc(F)cc3)c2c1=O | 3 | 1 | -2 | 2 | 1 | 23 | 7 | -3 | -6 | i
COc1ccc(-c2nnn(CC(=O)N(C3CCCCC3)C(C)C(=O)NC3CCCC3)n2)cc1OC (centres undefined) | 13 | 0 | -2 | -1 | -1 | 24 | 11 | 19 | 4 | i
Cc1cccc(CSc2nnc(NC(=O)CSc3nnc(C)s3)s2)c1 | 1 | 2 | -1 | 7 | 0 | 20 | -1 | -5 | -3 | i
Cc1ccc(-n2nc3c(=O)n(CCCC(=O)NCc4ccc(Cl)cc4)nc(C)c3c2C)cc1 | -7 | -3 | 0 | 4 | 2 | 28 | 17 | -1 | -4 | i
Cc1ccc2[nH]c(=O)c(CN(Cc3ccc4c(c3)OCO4)Cc3nnnn3Cc3ccco3)cc2c1 | 12 | 2 | -1 | 5 | -2 | 8 | -18 | -9 | 6 | i
C=CCc1cccc(CNc2nc3ccccc3n2CCN2CCOCC2)c1O | -9 | -1 | 1 | 88 | -1 | 13 | 118* | -6 | 2 | i
CC1(C)CC(=O)C2=C(C1)OC(N)=C(C#N)C2c1ccccc1 (centres undefined) | 2 | -2 | 0 | -54* | -1 | 8 | -61 | -3 | 9 | i
OC(CNCc1ccccc1Cl)C(F)(F)F (centres undefined) | 1 | -2 | -1 | · | 2 | 5 | · | 2 | 16 | i
CCN1C(=NCCc2cccs2)N[C@@H](c2cccs2)C(C(=O)OC)=C1C | -3 | 0 | 2 | -60* | 0 | 12 | -69 | 2 | 7 | i
NC(=O)Cn1cc(/C=N/NC(=O)c2ccc(Cn3cc(Cl)cn3)o2)c(-c2ccccc2)n1 | · | -3 | · | · | 0 | 20 | · | 4 | 5 | ·
CCn1nc(C)c(CCC(=O)O)c1C | 18 | 0 | -3 | -5 | 1 | 9 | 0 | -2 | -8 | i
Cc1c(C#N)c(NC(=O)CCl)n(Cc2ccccc2)c1C | 0 | -3 | 1 | 21 | 1 | -11 | 57* | -6 | -13 | i
COc1ccc(Nc2nc(N3CCCC3)nc(N3CCCC3)n2)c(OC)c1 | 0 | -3 | 1 | -3 | 0 | 14 | 15 | 1 | 6 | i
COC(=O)C1=C(N)OC2=C(C(=O)CC(C)(C)C2)C1c1ccccc1OCC#N (centres undefined) | 1 | -2 | 2 | 5 | 1 | 16 | -1 | 5 | -1 | i
COc1ccc(-c2cc(-c3ccc(F)cc3)nc(N3CCN(C)CC3)n2)cc1 | 6 | -4 | -1 | -4 | -3 | -1 | 11 | 2 | -7 | i
CC(=O)c1ccc(COC(=O)c2ccccc2NC(=O)C(C)C)cc1 | -3 | -1 | -2 | 10 | 0 | 14 | -6 | -13 | · | i
COc1ccc(CCNC(=O)CCCN2C(=O)C(c3ccccc3)Oc3cccnc32)cc1OC (centres undefined) | -7 | -1 | -2 | -1 | 1 | 12 | -4 | 0 | · | ·
COc1ccc(CC(=O)NCCN2CCOCC2)cc1 | -1 | -3 | -1 | -4 | 3 | 15 | 8 | -1 | 5 | i
Cc1cccc(NC(=O)N2CCC(NC(=O)c3ccccc3C)CC2)c1 | -2 | 4 | -1 | 4 | -4 | 28 | -3 | -10 | -5 | i
CC1(OC(=O)C2CCCC2)C(=O)C=C2C=C(c3ccsc3)N(Cc3ccccc3)C=C2C1=O (centres undefined) | -1 | · | 0 | -5 | 3 | 29 | -1 | 3 | 7 | i
Cc1ccnc(N2CCC(C(=O)Nc3ccc4c(c3)OCO4)CC2)n1 | 3 | 1 | 0 | -8 | 2 | 17 | -4 | 3 | -5 | i

3 compounds from above, arranged by the number in GSK3A inh, smallest number first.
compound | GSK3A inh
COc1ccc(-c2nnn(CC(=O)N(C3CCCCC3)C(C)C(=O)NC3CCCC3)n2)cc1OC (centres undefined) | -2
Cc1ccnc(NS(=O)(=O)c2ccc(N)cc2)n1 | 0
CCN1C(=NCCc2cccs2)N[C@@H](c2cccs2)C(C(=O)OC)=C1C | 2

Carrying on:
SMILES | Platelet DG rel | HSP90 refold inh | GSK3A inh | HSF1 inh | GSK3B inh | AI-2 QS mod | HSF-1 act | HDAC3 inh | DYRK1A inh | PolyA inhibitor
CCOC(=O)N=S(=O)(Oc1ccc([N+](=O)[O-])cc1)c1ccccc1 (centres undefined) | -4 | 1 | 1 | -4 | 2 | 6 | 14 | -1 | 3 | i
CCOc1ccc(C(=O)Nc2cccc([N+](=O)[O-])c2)cc1Br | 16 | 1 | · | 17 | 4 | 17 | 35 | 4 | 10 | i
CCOC(=O)N1CCN(C(=O)c2ccc3c(c2)ncn3C2CCCC2)CC1 | -3 | 1 | -6 | 5 | -4 | 32 | 8 | -1 | 1 | i
O=C(NC1C(=O)NNC1c1ccc(Cl)cc1)c1ccc(F)cc1 (centres undefined) | 2 | 1 | -2 | 5 | 2 | 27 | 16 | -1 | -61 | i
CCCOc1ccc(C(C)(O)CN2CCOCC2)cc1 (centres undefined) | 3 | 4 | -1 | 3 | 0 | 14 | -11 | 4 | -7 | i
CC1CCc2c(sc(NC(=O)Cn3nc(C(F)(F)F)c4c3CCCCC4)c2C#N)C1 (centres undefined) | 11 | 3 | -5 | -8 | 0 | 23 | -12 | 1 | · | i
Cc1c(OCc2ccccc2)cccc1OCc1ccccc1 | 8 | -1 | -3 | 10 | -2 | 3 | 3 | 0 | -15 | i
Cc1ccc(OCCN2CCN(C(=O)CCC(=O)Nc3nnc(CC(C)C)s3)CC2)cc1 | -17 | 2 | 0 | -3 | -10 | 22 | 13 | -3 | · | i
CCOc1ccc(NC(=S)NC(=O)Cc2ccccc2)cc1 | 4 | -2 | 2 | 3 | -1 | 11 | 34 | -1 | -3 | i
Cn1c(=O)c2c(ncn2CC(=O)OCC(=O)NC2CCCc3ccccc32)n(C)c1=O (centres undefined) | 3 | -1 | -1 | -7 | -3 | 36 | -10 | -4 | -2 | i
CN1CCN(C(=O)CCCN2C(=O)/C(=C/c3ccccc3)SC2=S)CC1 | -7 | -3 | 1 | 8 | 0 | 31 | 11 | 3 | -3 | i
Cc1cc(C)c([N+](=O)[O-])cc1NCC(=O)N1CCN(c2ccccc2)CC1 | -1 | 4 | -1 | -1 | 0 | 16 | 5 | -1 | -4 | i
COC(=O)CC(NC(=O)c1ccco1)c1cccc2ccccc12 (centres undefined) | 3 | 3 | -2 | 4 | 0 | 20 | 5 | 2 | 4 | i
CC1=C(C(=O)OCC2CCCO2)C(c2ccc(Cl)c(Cl)c2)NC(=O)N1 (centres undefined) | 2 | -2 | 0 | 8 | -2 | 14 | -1 | 1 | 2 | i
Cc1cc(Br)cc(C)c1OCC(=O)NNC(=O)CCC(=O)NCc1ccccc1 | 6 | 4 | 1 | 6 | -1 | 16 | -5 | -21 | -6 | ·
Cc1nnsc1-c1nnc(SCC(=O)c2ccc(C#N)cc2)n1C1CC1 | -2 | 2 | 1 | -7 | 2 | 24 | -5 | -8 | -6 | i
Cn1cc(/C=N/n2cnc3sc4c(c3c2=O)CCCC4)c2ccccc21 | -3 | 7 | 2 | -6 | 5 | 36 | -2 | 2 | 6 | i
O=C(COC(=O)c1ccco1)NC1CCCCC1 | · | 7 | 2 | 0 | 2 | 19 | -3 | -4 | 2 | i
S=C(Nc1ccc(-c2nc3ccccc3[nH]2)cc1)Nc1cccnc1 | -2 | 1 | 1 | 21 | 2 | 6 | 59* | -21 | 15 | i
COc1ccc(S(=O)(=O)N(CCc2ccccc2)CC(=O)O)cc1C | 5 | 1 | -1 | 3 | 7 | 19 | -2 | ? | 3 | i
COc1ccc(COC(=O)N/N=C(\C)CC(=O)NCc2ccc(Cl)cc2)cc1 | 3 | 5 | -1 | 3 | 1 | 23 | 9 | -5 | -3 | i
COc1ccc(-c2nc3cnccn3c2NCc2ccccc2)cc1SC1CCCCC1 | -2 | · | -1 | 12 | 1 | 19 | 0 | 29* | 6 | i
C[N+]1(CCN2C(=O)C3CC=C(Cl)CC3C2=O)CCOCC1 (centres undefined) | 1 | 2 | 2 | 2 | -1 | 14 | -4 | -7 | -3 | i
O=C(COc1ccc(Cl)cc1)Nc1nnc(-c2ccco2)o1 | -23 | 0 | -4 | -6 | 10 | -42 | -5 | 0 | · | i
COc1ccc2oc(=O)c(N3C(=O)c4ccccc4C3=O)cc2c1 | 3 | 2 | 1 | -66* | -9 | 3 | -72 | 1 | -31 | i
O=C(NCc1ccco1)c1ccc(Cn2c(=O)c3sccc3n(Cc3ccc(F)cc3)c2=O)cc1 | 10 | 3 | -1 | 8 | -3 | 26 | 15 | -7 | -11 | i
Cc1cc(C)n(C(=O)c2ccc(S(=O)(=O)N3CCOCC3)cc2)n1 | -6 | 4 | -1 | 1 | -2 | 8 | -10 | 0 | -5 | ·
CCOc1ccc(N2C(=O)C3ON(C)C(c4ccc([N+](=O)[O-])cc4)C3C2=O)cc1 (centres undefined) | -11 | -2 | 2 | -1 | 1 | 4 | -2 | 3 | 5 | i
Cc1cc(C)n(-c2cc(N3CCN(C(=O)c4ccc(C(C)(C)C)cc4)CC3)ccc2[N+](=O)[O-])n1 | 0 | 1 | 0 | 2 | 5 | 39 | 11 | ? | -1 | i

High-throughput results as filed in PubChem.
